CatS inh: inhibitors of human cathepsin S, biochemical, compound mixtures. recombinant cathepsin S, AMC dipeptide fluorescence, pooled mixtures. 62,000 tested, 0.06% active. P25774. AID 501, 2006. inhibition, %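 (tested at 5 µM per compound within 10-compound mixtures)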; in the data active means inhibition above about 32%, passing the limit was not always enough;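 further: 0% = enzyme without compound and 100% = blank without enzyme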
RORa activator: activators of orphan receptor RORA, primary screen, cell-based, luminescence; Nuclear receptor ROR-alpha (Homo sapiens), P35398; activation, % at 10 µM; AID 560, 2006; 65,000 tested, 1.5% active; CHO-K1 Gal4-RORA LBD luciferase reporter; percent increase over mock-subtracted basal signal;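 active means activation above the mean of all tested compounds plus 3 SD, cut at about 49% in these data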;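 further: 0% = DMSO-treated RORA cells and 100% = added signal equal to DMSO minus mock-transfected cells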
CatB inh: human cathepsin B inhibitors, primary screen, biochemical, fluorogenic substrate. P07858. purified cathepsin B, fluorescence. inhibition, %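 (tested at 10 µM)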. 63,000 tested, 0.1% active. AID 453, 2006; in the data active means inhibition above about 21%;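 further: 0% = enzyme with no compound and 100% = no enzyme blank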
Ec RNAP inh: E. coli RNAP inhibitors, biochemical; DNA-directed RNA polymerase subunit beta (Escherichia coli (strain K12)), P0A8V2; E. coli RNA polymerase, fluorescence transcription assay; inhibition, %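 (tested at 10 µM)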; 62,000 tested, 0.2% active; AID 559, 2006; in the data active means inhibition above about 20%;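 further: 0% = enzyme without compound and 100% = no enzyme blank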
JNK3 blocker: JNK3 kinase activity inhibitors, primary screen, biochemical, human, purified enzyme; HTS; inhibition, % at 8 µM; 60,000 tested, 0.61% active; AID 746, 2007; in the data active means inhibition above about 17%;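 further: 0% = DMSO and 100% = reference inhibitor; many of its hits are not listed in these tables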
PKA kinase inh: inhibitors of human PKA kinase activity, primary screen, biochemical, ATP-depletion luminescence, Kemptide substrate. PKA Kemptide phosphorylation, Kinase-Glo ATP luminescence. inhibition, % at 6 µM. 65,000 tested, 0.1% active;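 active means inhibition above the screen-wide mean inhibition plus 3 SD, cut at about 21% in these data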; further: many of its hits are not listed in these tables
ROCK2 inh: inhibitors of human ROCK2 kinase, primary screen, biochemical, high-throughput, luminescence; Rho-associated protein kinase 2 (Homo sapiens), O75116; purified ROCK2, Kinase-Glo ATP depletion luminescence; inhibition, % at 6 µM; 60,000 tested, 0.35% active; AID 604, 2007;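 active means inhibition above the screen-wide mean inhibition plus 3 SD, cut at about 18% in these data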;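 further: plate controls were DMSO wells for no effect and Y-27632 control wells after no-enzyme background subtraction for full effect; many of its hits are not listed in these tables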
Target sequence (O75116 whole entry, looked up): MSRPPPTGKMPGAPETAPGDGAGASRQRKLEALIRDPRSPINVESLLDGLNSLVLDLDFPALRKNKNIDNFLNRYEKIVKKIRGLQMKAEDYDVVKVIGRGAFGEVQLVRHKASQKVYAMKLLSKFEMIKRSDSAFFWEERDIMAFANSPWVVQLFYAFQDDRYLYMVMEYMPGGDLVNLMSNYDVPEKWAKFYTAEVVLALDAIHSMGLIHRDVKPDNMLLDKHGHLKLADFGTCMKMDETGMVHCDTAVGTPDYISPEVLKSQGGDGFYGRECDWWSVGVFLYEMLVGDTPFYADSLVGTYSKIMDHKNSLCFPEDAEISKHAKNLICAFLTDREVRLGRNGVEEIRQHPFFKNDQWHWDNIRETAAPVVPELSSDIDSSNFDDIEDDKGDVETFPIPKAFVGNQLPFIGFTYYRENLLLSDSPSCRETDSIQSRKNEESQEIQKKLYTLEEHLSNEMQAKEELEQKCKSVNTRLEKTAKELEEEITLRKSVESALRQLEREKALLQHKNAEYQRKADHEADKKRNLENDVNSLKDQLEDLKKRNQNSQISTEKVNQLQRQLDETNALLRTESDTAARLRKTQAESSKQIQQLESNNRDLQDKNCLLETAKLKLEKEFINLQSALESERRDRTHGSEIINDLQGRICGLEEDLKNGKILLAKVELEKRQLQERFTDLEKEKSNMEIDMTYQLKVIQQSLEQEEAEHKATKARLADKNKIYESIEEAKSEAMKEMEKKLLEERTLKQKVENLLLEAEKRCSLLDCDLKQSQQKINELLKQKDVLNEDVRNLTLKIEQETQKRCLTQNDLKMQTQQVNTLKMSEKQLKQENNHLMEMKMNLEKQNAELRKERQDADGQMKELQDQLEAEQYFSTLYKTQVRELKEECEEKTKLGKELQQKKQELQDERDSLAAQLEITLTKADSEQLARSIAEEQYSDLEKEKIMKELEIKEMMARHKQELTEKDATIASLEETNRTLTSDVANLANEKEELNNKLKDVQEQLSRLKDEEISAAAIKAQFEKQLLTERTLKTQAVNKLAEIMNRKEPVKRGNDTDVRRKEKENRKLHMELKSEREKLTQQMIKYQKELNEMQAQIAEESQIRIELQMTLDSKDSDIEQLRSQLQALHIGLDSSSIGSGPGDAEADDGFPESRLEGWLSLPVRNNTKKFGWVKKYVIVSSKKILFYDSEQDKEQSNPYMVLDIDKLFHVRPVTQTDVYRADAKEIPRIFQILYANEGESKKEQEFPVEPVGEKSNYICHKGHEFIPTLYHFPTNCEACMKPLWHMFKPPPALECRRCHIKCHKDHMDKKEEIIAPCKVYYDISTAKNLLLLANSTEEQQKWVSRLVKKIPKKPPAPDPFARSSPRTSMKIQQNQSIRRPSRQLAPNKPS
CatB mix inh: cathepsin B inhibitors from pooled compounds, primary screen, biochemical, compound mixtures, AMC fluorescence; P07858; Purified cathepsin B, AMC dipeptide fluorescence; inhibition, %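 (ten-compound pools at 5 µM per compound and 50 µM total)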; 62,000 tested, 0.06% active; AID 488, 2006; in the data active means inhibition above about 22%, passing the limit was not always enough;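 further: 0% = enzyme without compound and 100% = no enzyme blank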
AP complement: alternative complement pathway inhibitors, primary screen, biochemical, ELISA, human serum, orthogonally pooled compounds; LPS-coated ELISA, C3 deposition; tested in compound mixtures; inhibition, % at 5 µM; 62,000 tested, 0.08% active; AID 1235, 2008;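 active means inhibition above 30% in each of the two pooled mixtures holding the compound, so the lower value exceeds 30%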;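 further: 0% = serum in Mg-EGTA without compound and 100% = EDTA serum blank; some compounds past the cut are filed as inactive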
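Test system: human serum alternative complement pathway, C3 deposition on LPS-coated wells; also added: Plate-bound LPS; doses: 5 µM per compound in ten-compound mixtures; schedule: 1 h at 37 °C; detection: Anti-C3 ELISA, OD 450 nm; evaluation: percent inhibition of C3 deposition onto LPS; repeats: two pool placements per compound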
The depositor's hits bear a star; . = not tested or not shown.

SMILES | CatS inh | RORa activator | CatB inh | Ec RNAP inh | JNK3 blocker | PKA kinase inh | ROCK2 inh | CatB mix inh | AP complement
O=S(=O)(Nc1ncccn1)c1ccc(Nc2ncnc3ccccc23)cc1 | 2 | -13 | 0 | 5 | 7 | 8 | 5 | 3 | 4
COCC(=O)NC1CCN(S(=O)(=O)c2ccc(C(=O)O)cc2)CC1 | 5 | -9 | 3 | 11 | . | 4 | . | 1 | 9
CCC(C)(C)n1nnnc1C(c1cccs1)N1CCN(c2nc3ccccc3s2)CC1 (stereo not given) | 5 | 6 | 9 | 2 | -13 | 2 | -3 | 5 | -17
c1coc(CNc2nc3nonc3nc2NCc2ccco2)c1 | 25 | -4 | 10 | 5 | -6 | 10 | 4 | 39 | -17
Fc1ccc(-n2[nH]nnc2=S)cc1N1CCCC1 | 0 | -14 | 1 | 6 | . | 9 | . | 3 | 12
CC1CN(C(=O)c2cn3ccccc3n2)CC(C)O1 (stereo not given) | 17 | 7 | 3 | . | 6 | -4 | 1 | 5 | 12
C=CCc1cccc2cc(NC(C)=O)c(=O)oc12 | -4 | -17 | 3 | -5 | -7 | 11 | -1 | -2 | -5
NC(=O)C1(N2CCCCC2)CCN(Cc2ccccc2Cl)CC1 | 8 | -8 | 2 | 7 | 4 | 11 | 3 | 6 | 4
Cc1ccc(C2C3=C(CC(C)(C)CC3=O)N(CCN3CCOCC3)C3=C2C(=O)CC(C)(C)C3)cc1 | -3 | 9 | 0 | -3 | -3 | 8 | 7 | 2 | 12
CCn1cc(C(=O)O)c(=O)c2cnc(N3CCN(C(=O)Nc4cccc5ccccc45)CC3)nc21 | -3 | -30 | -3 | 6 | 1 | 8 | 9 | -1 | 2
COc1ccccc1N1CCN(C(=O)c2cc(-c3ccc(C)cc3)on2)CC1 | 10 | 1 | 5 | 9 | 6 | 5 | 5 | -2 | -2
O=C(NCc1n[nH]c(=S)n1-c1ccc(F)cc1)c1ccco1 | -3 | -10 | 2 | 4 | . | 5 | . | -10 | 1
C=CCn1c(=N)c(C(=O)NCCCOC)cc2c(=O)n3ccccc3nc21 | -27 | -9 | -22 | -13 | -3 | 3 | -2 | -11 | 23
Cc1ccc(N(CC(=O)NCc2cccs2)S(=O)(=O)c2cccs2)cc1 | 2 | 0 | 0 | 5 | 1 | 11 | 6 | 1 | -3
COc1ccc(OC)c(C2CC(=O)N3CN(c4ccccc4F)CSC3=C2C#N)c1 (stereo not given) | 0 | -20 | 4 | 4 | 3 | 7 | 2 | 2 | 8
O=C(Nc1ccc(CN2CCOCC2)cc1)c1cccs1 | -5 | -8 | -6 | 3 | -3 | 1 | -1 | 6 | 11
O=C(CCc1ccc(S(=O)(=O)N2CCCCC2)cc1)c1nnc(-c2ccccc2)o1 | 0 | 10 | -2 | 7 | . | 11 | . | -2 | 4
CC(C)CCNC(=O)CCn1nc(-c2ccccc2)ccc1=O | 4 | 31 | 3 | 6 | 2 | 6 | 3 | 2 | 12
COC(=O)C1=C(C)Nc2ncnn2C1c1ccc(OC(=O)c2ccccc2)cc1 (stereo not given) | -4 | -17 | 0 | 4 | 2 | 10 | 5 | 1 | 12
C=C(C)c1cccc(C(C)(C)NC(=O)N2CC(C)OC(C)C2)c1 (stereo not given) | -2 | -10 | 1 | 0 | -2 | 4 | 1 | 1 | -4
Oc1ccc(CN2CCCc3ccccc32)c2cccnc12 | 6 | -8 | -3 | 3 | 0 | -1 | 0 | 4 | 13
O=C(N1CCCCC1)C1(c2ccccc2)CCOCC1 | 5 | -17 | -2 | 8 | 1 | 6 | 3 | 5 | 9
O=C(NCCc1ccccc1)C1CCN(S(=O)(=O)c2cccc3nonc23)CC1 | -1 | -5 | -1 | 3 | . | 3 | . | 0 | 9
O=C(CCCOc1ccccc1)N1CCN(C(=O)c2ccco2)CC1 | 1 | 23 | 3 | 8 | 10 | 9 | 9 | 0 | -17
Nc1nnc(SCc2ccc(F)cc2Cl)s1 | 3 | 23 | 8 | 6 | -5 | 8 | 8 | 0 | 10
CCCCn1c(SCC(=O)N2CCN(c3ccccc3)CC2)nc2ccsc2c1=O | 15 | -16 | 8 | 10 | . | 8 | . | 0 | -6
O=C1C(=O)N(CCN2CCOCC2)C(c2ccccn2)/C1=C(/O)c1ccc(Cl)cc1 (stereo not given) | 9 | 6 | 1 | 10 | -9 | -6 | 3 | 8 | 5
O=C(O)CCCn1c(=O)[nH]c2ccccc2c1=O | 13 | 22 | 7 | 10 | -6 | 11 | 4 | 2 | 1
CC(C)C1C(C#N)=C(N)SC(N)=C1C#N | -5 | -7 | 4 | 2 | 5 | 5 | 3 | 4 | 7
O=C(Nc1nc(-c2ccc(S(=O)(=O)N3CCCCCC3)cc2)cs1)c1cccs1 | 8 | 7 | -4 | 6 | 7 | 6 | 6 | 6 | 0
O=C(COc1ccccc1)N1CCN(S(=O)(=O)Cc2ccccc2)CC1 | -12 | 3 | -2 | -1 | -4 | -1 | -5 | -5 | 8
CCN(C(=O)c1cn(C)c(=O)c2cc(OC)c(OC)cc12)c1cc(OC)ccc1OC | -3 | -14 | 2 | 6 | 1 | 4 | 8 | 2 | 21
O=c1[nH]c(NC2CCCCC2)nnc1Cc1ccccc1 | -9 | 6 | -2 | -2 | . | -6 | . | -4 | 14
O=C(C1CC1)N1CCN(c2nc3ccccc3s2)CC1 | 0 | 36 | -4 | 6 | 4 | 3 | 6 | 2 | -2
CC(C)Sc1nnc([C@@H]2CCCN2C(=O)OC(C)(C)C)o1 | 2 | -10 | -4 | 1 | -5 | 2 | -3 | 2 | 18
O=C1CC(N2CCN(S(=O)(=O)c3ccc(Cl)cc3)CC2)C(=O)N1CCc1ccccc1 (stereo not given) | -17 | -3 | -4 | -3 | 4 | 0 | 2 | 0 | 21
Nc1ccccc1NC1=CC(=O)CC(c2ccco2)C1 (stereo not given) | -6 | 21 | -6 | 1 | -7 | -12 | -16 | 6 | 28
Cc1ccc(CNC(=O)CS(=O)Cc2nc(-c3cccs3)oc2C)cc1 (stereo not given) | 28 | 6 | 9 | 1 | -9 | -4 | -8 | 7 | 2
COc1ccc(C(=O)Nc2nncs2)c(OC)c1 | -6 | 63* | 3 | 1 | 9 | 3 | -5 | 11 | 19
O=C(O)c1ccccc1C(=O)Nc1n[nH]c(=S)s1 | -2 | -14 | 4 | 10 | 2 | 10 | 9 | 4 | 11
O=C1c2ccccc2C(=O)N1CCc1ccccn1 | -2 | 12 | -1 | 4 | 0 | 6 | 3 | 3 | 17
c1ccc(OCc2nc3ccccc3s2)cc1 | -4 | 44 | 1 | 7 | 0 | 6 | 4 | 0 | 9
CCCn1nnc(NC(=O)c2cc(Br)cc(Br)c2OC)n1 | . | 5 | -4 | . | 1 | 5 | 5 | . | .
CCCn1c(N2CCN(CC(=O)c3c(C)n(C)c4ccccc34)CC2)nc2c1c(=O)[nH]c(=O)n2C | 5 | 17 | 0 | 1 | -8 | -8 | 1 | -3 | 10
CCOC(=O)N1CCC(=C2c3ccc(Cl)cc3CCc3cccnc32)CC1 | 1 | 12 | 6 | . | 1 | 1 | 3 | 5 | -12
N#Cc1cc2cc3c(cc2nc1SCC(=O)OC1CCCCC1)OCO3 | 1 | -9 | -1 | 3 | 0 | 0 | 4 | 3 | -8
O=C(NC1c2ccccc2-c2ccccc21)c1ccco1 | -1 | 3 | -1 | 4 | 5 | 5 | 0 | 3 | 10
Cc1cc(NC(=O)COc2ccc(N(C)S(=O)(=O)c3ccccc3)cc2)no1 | -6 | 10 | -2 | 1 | 6 | 7 | 5 | 1 | 10

Profiles as entered above. Order of screens: CatS inh | RORa activator | CatB inh | Ec RNAP inh | JNK3 blocker | PKA kinase inh | ROCK2 inh | CatB mix inh | AP complement
Profile of c1ccc(OCc2nc3ccccc3s2)cc1 → -4 | 44 | 1 | 7 | 0 | 6 | 4 | 0 | 9
Profile of N#Cc1cc2cc3c(cc2nc1SCC(=O)OC1CCCCC1)OCO3 → 1 | -9 | -1 | 3 | 0 | 0 | 4 | 3 | -8
Profile of CCCn1nnc(NC(=O)c2cc(Br)cc(Br)c2OC)n1 → . | 5 | -4 | . | 1 | 5 | 5 | . | .
Profile of O=C1c2ccccc2C(=O)N1CCc1ccccn1 → -2 | 12 | -1 | 4 | 0 | 6 | 3 | 3 | 17

Continued.
SMILES | CatS inh | RORa activator | CatB inh | Ec RNAP inh | JNK3 blocker | PKA kinase inh | ROCK2 inh | CatB mix inh | AP complement
Cc1nc2ccccc2n1CC(=O)OCC(=O)Nc1ccc2c(c1)OCCO2 | -1 | -24 | 6 | 4 | 3 | 6 | 5 | -6 | 6
O=C(COc1ccc(S(=O)(=O)NCCc2ccccc2)cc1)N1CCCC1 | 6 | 5 | 2 | 11 | -6 | -1 | 0 | 5 | 7
O=c1c(C(c2nnnn2C2CCCCC2)N2CCCCC2)coc2ccc(Cl)cc12 (stereo not given) | 5 | -2 | -1 | -8 | -5 | -2 | -3 | -2 | -3
CC(=O)Nc1ccc(OC/C=C(\C)Cl)cc1 | -1 | -6 | -3 | 9 | 1 | 6 | 8 | 4 | 12
O=C(CN1CCCCC1)Nc1ccc(S(=O)(=O)N2CCCCCC2)cc1 | 12 | -13 | 8 | 4 | -5 | -5 | -6 | 8 | -11
CC1(C)CC(=O)C=C(NCCN2CCN(C(=O)Nc3ccc(Cl)cc3)CC2)C1 | -10 | 10 | -7 | -1 | -3 | 5 | 0 | 2 | 17
CCc1ccc(NC2=NC(C(=O)NC3CCCCC3)CC(=O)N2)cc1 (stereo not given) | -9 | -17 | 1 | -6 | 4 | 5 | 0 | -2 | -11
Cc1cc(C)nc(SCC(=O)c2cc3ccccc3oc2=O)n1 | -3 | 2 | -2 | 8 | 6 | 7 | 12 | 7 | 13
COc1ccc(Cl)cc1NC(=O)c1oc(C)nc1C | -2 | 4 | 1 | 9 | -4 | 4 | 4 | 6 | 16
CCOc1ccc(-n2c(SCC(=O)NCc3ccco3)nc3c(c2=O)SCC3)cc1 | 10 | -10 | -4 | 5 | . | 0 | . | 6 | 5
Cc1ccc2[nH]c(=O)c(CN(Cc3ccco3)S(=O)(=O)c3c(C)ccc4nsnc34)cc2c1 | -5 | 19 | 5 | 7 | 5 | 14 | 7 | 0 | -3
CCn1c(CC(=O)Nc2ccccc2F)nnc1SCC(=O)N1CCN(c2ccccc2)CC1 | -2 | -27 | 7 | 8 | -1 | 10 | 4 | 20 | 13
COc1ccc(C(=O)N2CC(=O)N(CCc3ccccc3)C(=O)C2)cc1OC | -3 | 17 | 0 | 4 | 3 | 13 | 8 | -2 | 0
CC1Cc2nc(SCC(=O)NCc3ccco3)n(-c3ccccc3)c(=O)c2S1 (stereo not given) | -1 | -9 | -1 | -2 | -5 | -2 | 0 | 4 | 21
CC(=O)NC(Cc1cc(C)ccc1C)C(=O)N1CCN(C(=O)Nc2ccc(C(C)=O)cc2)CC1 (stereo not given) | 8 | 1 | 1 | 10 | -8 | 2 | -5 | 2 | -5
O=c1cc(CSc2ccc(Cl)cc2)nc2nc[nH]n12 | -4 | -14 | 2 | -5 | 9 | 4 | -5 | -5 | -17
N#CCCN(Cc1cccnc1)S(=O)(=O)c1ccc(S(=O)(=O)N2CCCCCC2)cc1 | 9 | -14 | -1 | 8 | 3 | 12 | 5 | 0 | -7

Only part of the results is shown; count on the stated rates, not on these rows.
